Bioassay records: PubChem, Johns Hopkins Ion Channel Center
ANO1 activ – mouse TMEM16A channel activation, primary screen. HEK293 TMEM16A/YFP-H148Q/I152L, iodide quench fluorescence; active compounds read low. B-score at 10 µM. AID 623877. Q8BHY3. 0.3% of 340,000 active;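 active = fluorescence-ratio B-score plate-corrected deviation score at least 3 library SD below zero, with starting fluorescence score within 5 deviations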;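 also: channel opened by trigger with iodide after compound preincubation; score built on the fluorescence ratio of max minus min over baseline; more negative score means more quench and so TMEM16A activation or potentiation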
TRPC6 activator – mouse TRPC6 channel activation; HEK293-TRPC6 membrane potential dye fluorescence; active compounds read high; AID 2550; 0.13% of 310,000 active; B-score at 10 µM; Q61143;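 active = B-score of the integrated fluorescence ratio above library mean plus 3 SD, and starting fluorescence ratio within library mean plus 5 SD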;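 also: higher score means more depolarization so channel activation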
MrgX1 antag – antagonists of human MrgX1 receptor. Q96LB2. MRGX1-HEK293 calcium flux, Fluo-4, BAM8-22 antagonism; active compounds read low. B-score at 10 µM. 1.3% of 310,000 active;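 active = calcium-response B-score plate-corrected more than 3 library SD below zero, starting fluorescence within 5 deviations, no agonist response on first addition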;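 also: peak minus trough fluorescence over baseline after final BAM8-22 challenge near maximal dose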
Target sequence (Q96LB2 whole entry, looked up): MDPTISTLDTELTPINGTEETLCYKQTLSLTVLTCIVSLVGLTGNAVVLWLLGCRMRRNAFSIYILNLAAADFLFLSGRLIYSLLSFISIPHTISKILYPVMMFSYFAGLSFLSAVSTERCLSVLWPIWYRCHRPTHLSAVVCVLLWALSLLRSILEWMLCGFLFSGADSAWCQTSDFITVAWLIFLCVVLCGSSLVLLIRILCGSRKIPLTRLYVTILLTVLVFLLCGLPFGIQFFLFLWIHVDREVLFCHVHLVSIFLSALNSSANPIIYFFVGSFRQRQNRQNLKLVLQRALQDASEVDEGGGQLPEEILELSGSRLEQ
MrgX1 ag – activates human MrgX1 receptor signaling; Q96LB2; MrgX1-HEK293 cells, Fluo-4 calcium fluorescence, agonist mode; active compounds read high; B-score at 10 µM; 0.44% of 310,000 active; AID 588627;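 active = calcium response B-score plate-corrected fluorescence ratio at least 3 library SD, with starting fluorescence B-score inside 5 SD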
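Test system: Stable human MrgX1 HEK293 cell line | Schedule: Overnight plating before 1 h dye loading | Read-out basis: Baseline-normalised fluorescence change ratio, B-scored | Detection: Kinetic calcium dye fluorescence, Fluo-4 NW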
TRPC4 PAM – allosteric potentiators of mouse TRPC4 channel | HEK293 TRPC4beta/mu-opioid, DAMGO EC20, Fluo-4 Ca2+ flux; active compounds read high | B-score at 10 µM | 0.42% of 310,000 active | AID 2227;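 active = B-score of calcium response area above 5 SD of library B-scores, with initial fluorescence ratio within 5 SD of library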;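 also: B-score of integrated fluorescence ratio over time as area under calcium response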
TRPC4 agonist – opens the mouse TRPC4 cation channel; Q9QUQ5; HEK293 TRPC4beta/mu-opioid, Fluo4 calcium fluorescence; active compounds read high; B-score at 10 µM; 0.49% of 310,000 active;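 active = B-score above 5 SD of library B-scores, and initial fluorescence ratio not above library mean plus 5 SD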;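 also: positive B-score marks a calcium rise read as TRPC4 activation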
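System – HEK293 cells stably co-expressing mouse TRPC4beta and mu-opioid receptor · Signal – Fluo4 calcium-sensitive dye fluorescence, kinetic, 1 Hz baseline · Benchmarks – buffer (low) and maximal DAMGO (high) · Read-out – B score of integrated fluorescence ratio per well · Incubation – dye loading 45 min room temperature, 110 s kinetic read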
TRPC4 block – TRPC4 (mouse) channel inhibition | Q9QUQ5 | HEK293 TRPC4beta/mu-opioid, DAMGO-evoked Fluo4 calcium flux; active compounds read low | B-score at 10 µM | 0.39% of 300,000 active | AID 2247;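 active = B-score over 3 SD under the library average, no early fluorescence shift, positive overall ratio signal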
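test system = HEK293 cells with stable TRPC4beta plus mu-opioid receptor expression | detection = Fluo4 Ca2+ flux fluorescence | read-out = integrated fluorescence ratio relative to baseline, converted to per-well B score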
TRPC6 inh – blocks the mouse TRPC6 cation channel | Q61143 | B-score at 10 µM | 1.1% of 310,000 active | HEK293-TRPC6, membrane potential dye, ACh-evoked depolarization; active compounds read low;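 active = B-score under library mean minus 3 SD, initial fluorescence not abnormally high, positive integrated signal ratio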;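 also: B-score derived from integrated fluorescence ratio over the kinetic read; more negative B-score means stronger inhibition of depolarization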
ANO1 block – mouse TMEM16A channel inhibition, primary screen; normalized B-score (activity score, 25-100; higher = stronger inhibition) at 10 µM; HEK293 TMEM16A/YFP iodide influx fluorescence, ionomycin; AID 588511; 1.2% of 310,000 active; Q8BHY3;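 active = ratio plate-corrected score three or more library SD toward inhibition, starting fluorescence score within five deviations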;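 also: score derived from kinetic fluorescence span divided by baseline fluorescence per well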
RGS4 inh – human RGS4 inhibition | HEK293 M3R/RGS4 inducible, Fluo-4 calcium flux; active compounds read high; triggered by carbachol at its EC20 | 0.45% of 310,000 active | P49798 | B-score at 10 µM;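 active = B-score, a plate-corrected calcium signal, over three deviations above library mean, with baseline fluorescence within five deviations of library mean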;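 also: RGS4 expression induced by doxycycline in cells with stable M3 receptor; B-score is computed from the integrated fluorescence ratio over baseline after carbachol; higher B-score means a larger calcium signal and so more RGS4 inhibition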
Target sequence (P49798 whole entry, looked up): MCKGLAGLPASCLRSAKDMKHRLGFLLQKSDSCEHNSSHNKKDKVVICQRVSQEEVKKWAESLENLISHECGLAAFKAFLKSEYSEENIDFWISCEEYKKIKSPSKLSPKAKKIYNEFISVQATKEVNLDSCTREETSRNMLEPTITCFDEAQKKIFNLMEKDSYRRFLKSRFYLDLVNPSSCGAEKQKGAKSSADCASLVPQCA
MrgX1 allo act – human MrgX1 positive allosteric modulation, primary screen | MrgX1-HEK293, Fluo-4 calcium flux, FDSS; active compounds read high | 0.63% of 310,000 active | B-score at 10 µM;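 active = plate-corrected calcium response at least 3 library SD above typical, normal starting fluorescence, not activating the receptor alone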;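 also: compound read alongside a low EC10 to EC30 dose of BAM8-22 agonist; peak minus trough fluorescence over baseline measured at the second addition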
Starred values were filed as active, the others as inactive.

How did COc1ccc(N2CCN(C(=O)c3cc4cc(Cl)ccc4[nH]3)CC2)cc1 do in these assays?
ANO1 activ: inactive; TRPC6 activator: inactive; MrgX1 antag: inactive; MrgX1 ag: inactive; TRPC4 PAM: inactive; TRPC4 agonist: inactive; TRPC4 block: inactive; TRPC6 inh: inactive; ANO1 block: inactive; RGS4 inh: inactive; MrgX1 allo act: inactive

What do the screens show for `O=C(Nc1ccnn1C1CCN(CC(O)CO)CC1)C1CCCC1` (configuration not stated)?
ANO1 activ: inactive; TRPC6 activator: inactive; MrgX1 antag: inactive; MrgX1 ag: inactive; TRPC4 PAM: inactive; TRPC4 agonist: inactive; TRPC4 block: inactive; TRPC6 inh: inactive; ANO1 block: inactive; RGS4 inh: inactive; MrgX1 allo act: inactive

How did Cc1c(NC(=O)Nc2ccccc2)cccc1[N+](=O)[O-] do in these assays?
ANO1 activ: inactive; TRPC6 activator: inactive; MrgX1 antag: inactive; MrgX1 ag: inactive; TRPC4 PAM: inactive; TRPC4 agonist: inactive; TRPC4 block: inactive; TRPC6 inh: inactive; ANO1 block: inactive; RGS4 inh: inactive; MrgX1 allo act: inactive

How did O=C(Nc1ncc(C(F)(F)F)cc1Cl)c1ccc(S(=O)(=O)N2CCOCC2)cc1 do in these assays?
ANO1 activ: inactive; TRPC6 activator: inactive; MrgX1 antag: inactive; MrgX1 ag: inactive; TRPC4 PAM: inactive; TRPC4 agonist: inactive; TRPC4 block: inactive; TRPC6 inh: inactive; ANO1 block: inactive; RGS4 inh: inactive; MrgX1 allo act: inactive

Results for NC(=O)CNC(=O)[C@@H]1CC2(CC(c3cccc(Br)c3)=NO2)CN1C(=O)c1ccc(Br)cc1 (some centres not stated) ?
ANO1 activ: inactive; TRPC6 activator: inactive; MrgX1 antag: inactive; MrgX1 ag: inactive; TRPC4 PAM: inactive; TRPC4 agonist: inactive; TRPC4 block: inactive; TRPC6 inh: inactive; ANO1 block: inactive; RGS4 inh: inactive; MrgX1 allo act: inactive

Results for CCOC(=O)/C=C/C(=O)OCC(=O)NC(c1ccccc1)c1ccccc1 ?
ANO1 activ: inactive; TRPC6 activator: inactive; MrgX1 antag: inactive; MrgX1 ag: inactive; TRPC4 PAM: inactive; TRPC4 agonist: inactive; TRPC4 block: inactive; TRPC6 inh: inactive; ANO1 block: inactive; RGS4 inh: inactive; MrgX1 allo act: inactive

What do the screens show for `COc1ccc(-c2[nH]c(-c3ccc(C)cc3)nc2SCC(=O)NCc2ccco2)cc1OC`?
ANO1 activ: inactive; TRPC6 activator: inactive; MrgX1 antag: inactive; MrgX1 ag: inactive; TRPC4 PAM: inactive; TRPC4 agonist: inactive; TRPC4 block: inactive; TRPC6 inh: inactive; ANO1 block: inactive; RGS4 inh: inactive; MrgX1 allo act: inactive

What do the screens show for `Cn1nc(C(=O)NCc2ccccc2)c2ccccc2c1=O`?
ANO1 activ: inactive; TRPC6 activator: inactive; MrgX1 antag: inactive; MrgX1 ag: inactive; TRPC4 PAM: inactive; TRPC4 agonist: inactive; TRPC4 block: inactive; TRPC6 inh: inactive; ANO1 block: inactive; RGS4 inh: inactive; MrgX1 allo act: inactive

What do the screens show for `CCC(Sc1ccc(C(=O)O)cc1)C(=O)O` (configuration not stated)?
ANO1 activ: inactive; TRPC6 activator: inactive; MrgX1 antag: inactive; MrgX1 ag: inactive; TRPC4 PAM: inactive; TRPC4 agonist: inactive; TRPC4 block: inactive; TRPC6 inh: inactive; ANO1 block: inactive; RGS4 inh: inactive; MrgX1 allo act: inactive

What do the screens show for `O=C(Nc1ncn[nH]1)c1cccc(S(=O)(=O)N2CCOCC2)c1`?
ANO1 activ: inactive; TRPC6 activator: inactive; MrgX1 antag: inactive; MrgX1 ag: inactive; TRPC4 PAM: inactive; TRPC4 agonist: inactive; TRPC4 block: inactive; TRPC6 inh: inactive; ANO1 block: inactive; RGS4 inh: inactive; MrgX1 allo act: inactive

What do the screens show for `O=C(CCCO)c1ccc2c(c1)OCCO2`?
ANO1 activ: inactive; TRPC6 activator: inactive; MrgX1 antag: inactive; MrgX1 ag: inactive; TRPC4 PAM: inactive; TRPC4 agonist: inactive; TRPC4 block: inactive; TRPC6 inh: inactive; ANO1 block: inactive; RGS4 inh: inactive; MrgX1 allo act: inactive

Results for O=C(NCC1CCCO1)c1ccccc1-c1nc(-c2ccccc2Cl)no1 (configuration not stated) ?
ANO1 activ: inactive; TRPC6 activator: inactive; MrgX1 antag: inactive; MrgX1 ag: inactive; TRPC4 PAM: inactive; TRPC4 agonist: inactive; TRPC4 block: inactive; TRPC6 inh: inactive; ANO1 block: inactive; RGS4 inh: inactive; MrgX1 allo act: inactive

Results for Cc1cc(NS(=O)(=O)c2ccc(NC(=O)Nc3ccc4c(c3)OCO4)cc2)no1 ?
ANO1 activ: inactive; TRPC6 activator: inactive; MrgX1 antag: inactive; MrgX1 ag: inactive; TRPC4 PAM: inactive; TRPC4 agonist: inactive; TRPC4 block: inactive; TRPC6 inh: inactive; ANO1 block: inactive; RGS4 inh: inactive; MrgX1 allo act: inactive

How did O=C(NC1C=CS(=O)(=O)C1)c1ccccc1 (configuration not stated) do in these assays?
ANO1 activ: inactive; TRPC6 activator: inactive; MrgX1 antag: inactive; MrgX1 ag: inactive; TRPC4 PAM: inactive; TRPC4 agonist: inactive; TRPC4 block: inactive; TRPC6 inh: inactive; ANO1 block: inactive; RGS4 inh: inactive; MrgX1 allo act: inactive

What do the screens show for `O=C(Nc1scc(-c2ccc(F)cc2)c1C(=O)O)c1ccco1`?
ANO1 activ: inactive; TRPC6 activator: inactive; MrgX1 antag: inactive; MrgX1 ag: inactive; TRPC4 PAM: inactive; TRPC4 agonist: inactive; TRPC4 block: inactive; TRPC6 inh: inactive; ANO1 block: inactive; RGS4 inh: inactive; MrgX1 allo act: inactive

Results for CCNC(=O)NC(=O)C(C)OC(=O)c1ccc(SC)cc1OC (configuration not stated) ?
ANO1 activ: inactive; TRPC6 activator: inactive; MrgX1 antag: inactive; MrgX1 ag: inactive; TRPC4 PAM: inactive; TRPC4 agonist: inactive; TRPC4 block: inactive; TRPC6 inh: inactive; ANO1 block: inactive; RGS4 inh: inactive; MrgX1 allo act: inactive

What do the screens show for `COc1ccccc1CCNC(=O)CSc1nc(=O)[nH]c2c1CCC2`?
ANO1 activ: inactive; TRPC6 activator: inactive; MrgX1 antag: inactive; MrgX1 ag: inactive; TRPC4 PAM: inactive; TRPC4 agonist: inactive; TRPC4 block: inactive; TRPC6 inh: inactive; ANO1 block: inactive; RGS4 inh: inactive; MrgX1 allo act: inactive

How did Cc1ccc(-c2csc(NC(=O)c3ccco3)n2)cc1C do in these assays?
ANO1 activ: inactive; TRPC6 activator: inactive; MrgX1 antag: inactive; MrgX1 ag: inactive; TRPC4 PAM: inactive; TRPC4 agonist: inactive; TRPC4 block: inactive; TRPC6 inh: inactive; ANO1 block: inactive; RGS4 inh: 25*; MrgX1 allo act: inactive

Results for CCOCCCNC(=O)C(c1ccc(Cl)cc1)N1CCN(C(=O)c2ccco2)CC1 (configuration not stated) ?
ANO1 activ: inactive; TRPC6 activator: inactive; MrgX1 antag: inactive; MrgX1 ag: inactive; TRPC4 PAM: inactive; TRPC4 agonist: inactive; TRPC4 block: inactive; TRPC6 inh: inactive; ANO1 block: inactive; RGS4 inh: inactive; MrgX1 allo act: inactive

Results for CCOc1ccc(NC(=O)c2ccccc2NC(=O)CN2CCN(C(C)=O)CC2)cc1 ?
ANO1 activ: inactive; TRPC6 activator: inactive; MrgX1 antag: inactive; MrgX1 ag: inactive; TRPC4 PAM: inactive; TRPC4 agonist: inactive; TRPC4 block: inactive; TRPC6 inh: inactive; ANO1 block: inactive; RGS4 inh: inactive; MrgX1 allo act: inactive

How did O=C(CSc1nnc2ccc(-c3ccc(F)cc3)nn12)NCC1CCCO1 (configuration not stated) do in these assays?
ANO1 activ: inactive; TRPC6 activator: inactive; MrgX1 antag: inactive; MrgX1 ag: inactive; TRPC4 PAM: inactive; TRPC4 agonist: inactive; TRPC4 block: inactive; TRPC6 inh: inactive; ANO1 block: inactive; RGS4 inh: inactive; MrgX1 allo act: inactive

Results for CCOC(=O)C1CCCN(S(=O)(=O)Cc2ccc(Cl)cc2)C1 (configuration not stated) ?
ANO1 activ: inactive; TRPC6 activator: inactive; MrgX1 antag: inactive; MrgX1 ag: inactive; TRPC4 PAM: inactive; TRPC4 agonist: inactive; TRPC4 block: inactive; TRPC6 inh: inactive; ANO1 block: inactive; RGS4 inh: inactive; MrgX1 allo act: inactive

How did Cc1nn(CC(=O)OCC(=O)Nc2ccccc2[N+](=O)[O-])c(C)c1[N+](=O)[O-] do in these assays?
ANO1 activ: inactive; TRPC6 activator: inactive; MrgX1 antag: inactive; MrgX1 ag: inactive; TRPC4 PAM: inactive; TRPC4 agonist: inactive; TRPC4 block: inactive; TRPC6 inh: inactive; ANO1 block: inactive; RGS4 inh: inactive; MrgX1 allo act: inactive

How did CCOCCCNC(=O)c1ccc(CS(=O)(=O)Cc2ccccc2F)o1 do in these assays?
ANO1 activ: inactive; TRPC6 activator: inactive; MrgX1 antag: inactive; MrgX1 ag: inactive; TRPC4 PAM: inactive; TRPC4 agonist: inactive; TRPC4 block: inactive; TRPC6 inh: inactive; ANO1 block: inactive; RGS4 inh: inactive; MrgX1 allo act: inactive

What do the screens show for `COC(=O)c1[nH]c2cccc(OC)c2c1NC(=O)CN1CC(C)OC(C)C1` (configuration not stated)?
ANO1 activ: inactive; TRPC6 activator: inactive; MrgX1 antag: inactive; MrgX1 ag: inactive; TRPC4 PAM: inactive; TRPC4 agonist: inactive; TRPC4 block: inactive; TRPC6 inh: inactive; ANO1 block: inactive; RGS4 inh: inactive; MrgX1 allo act: inactive

What do the screens show for `COCCn1c(SCC(=O)Nc2ccccc2F)nnc1-c1ccoc1C`?
ANO1 activ: inactive; TRPC6 activator: inactive; MrgX1 antag: inactive; MrgX1 ag: inactive; TRPC4 PAM: inactive; TRPC4 agonist: inactive; TRPC4 block: inactive; TRPC6 inh: inactive; ANO1 block: inactive; RGS4 inh: inactive; MrgX1 allo act: inactive
